Assay outcomes: PubChem, The Scripps Research Institute Molecular Screening Center
ADAM17 inh – ADAM17 inhibitors, primary screen, biochemical, QFRET | Disintegrin and metalloproteinase domain-containing protein 17 (Homo sapiens), P78536 | recombinant ADAM17, EDANS/DABCYL FRET peptide cleavage | inhibition, % at 6.95 µM | actives 0.83% (n = 370,000) | AID 720648, 2013;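 active = inhibition above the mean of compounds lying between control limits plus 3 SD, set per campaign, cut at about 8.5% in these data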;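 also: 0% = DMSO-only wells as the low control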
DDE Tn7 FP inh – inhibitors of Tn7 peptide binding to fibrin DD(E), primary screen, biochemical, fluorescence polarization, human fibrin, Tn7 probe; inhibition, % at 8.3 µM; actives 0.13% (n = 370,000); Fibrinogen beta chain (Homo sapiens), P02675; FP displacement of FITC-Tn7 peptide from fibrin DD(E); 0% = median of compound wells per plate;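 active = inhibition above the mean of compounds falling within the control limits plus 3 SD of them, cut at about 14% in these data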;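 also: 0% = plate median of compound wells and 100% = 10 µM Aha-Tn7 peptide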
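Assay system: human fibrin DD(E). Input: DD(E) 2 µM final. Medium: Tris buffer with calcium and detergent, pH 7.8. Compound dosing: single point at 8.3 µM. Timing: 10 min plus 3 h, room temperature. Technique: fluorescence polarization of the labelled Tn7 tracer. Read-out: percent inhibition. Replicates: singlicate testing.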
LEDGF integ inh – blockers of LEDGF/p75-dependent integrase strand transfer – biochemical, TR-FRET, high throughput, primary screen | actives 0.64% (n = 370,000) | HIV-1 integrase (with human LEDGF/p75) | inhibition, % at 3.7 µM | TR-FRET IN-LEDGF/p75 DNA integration, Eu/Cy5;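 active = inhibition above the screen-wide mean plus 3 SD, cut at about 13% in these data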;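 also: signal is the Cy5 over europium emission ratio at 671 and 618 nm; 0% = plate median of compound wells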
proKLK7 act – proKLK7 zymogen activators, primary screen, biochemical, fluorescence intensity. Kallikrein-7 (Homo sapiens), P49862. purified proKLK7, EDANS-DABCYL substrate fluorescence; 100% is mature enzyme control, 0% vehicle. activation, % at 7 µM. actives 0.9% (n = 370,000);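 active = activation above the mean of all tested compounds plus 3 SD, computed per campaign excluding outliers beyond control limits, cut at about 13% in these data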
DDE Tn6 FP inh – inhibitors of Tn6 peptide binding to fibrin DD(E), primary screen, biochemical, fluorescence polarization, human fibrin, Tn6 probe; Fibrinogen beta chain (Homo sapiens), P02675; Fibrin DD(E) TRITC-Tn6 fluorescence polarization displacement; inhibition, % at 8.3 µM; actives 0.21% (n = 370,000); AID 720509, 2013;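 active = inhibition above a per-campaign cutoff: mean of compounds within control limits plus 3 SD, cut at about 15% in these data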;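 also: 0% = median of all compound wells on the plate and 100% = blocking peptide control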
TDP2 absorb – human TDP2 enzyme inhibitors, primary screen, biochemical, epi absorbance, recombinant enzyme; Tyrosyl-DNA phosphodiesterase 2 (Homo sapiens), O95551; T5PNP hydrolysis, p-nitrophenol absorbance 415 nm; inhibition, % at 12.8 µM; actives 0.34% (n = 370,000); AID 720702, 2013;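 active = inhibition above the mean of all tested compounds plus 3 SD, set per campaign, cut at about 25% in these data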;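 also: 0% = DMSO with enzyme and 100% = buffer with substrate but no TDP2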
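Evaluation: % inhibition relative to enzyme-containing and enzyme-free wells. Material: recombinant human TDP2. Benchmarks: enzyme-free and DMSO wells. Timing: enzyme reaction with compound for 2 h at 37 °C. Compound dosing: 12.8 µM only. Measured by: p-Nitrophenol epi absorbance. Reagent: T5PNP substrate at 5 mM, a TopII-DNA adduct mimic. Replication: single well per compound.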
ADAM10 inh – human ADAM10 inhibitors, primary screen, biochemical, QFRET, HTS; Disintegrin and metalloproteinase domain-containing protein 10 (Homo sapiens), O14672; recombinant ADAM10, EDANS/DABCYL FRET peptide cleavage, 3 h; inhibition, % at 7 µM; actives 0.62% (n = 370,000);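 active = inhibition above a per-campaign cutoff equal to the mean of compounds falling between control-based bounds plus 3 SD, cut at about 20% in these data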;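 also: 0% = DMSO wells while the 100% control is not disclosed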
Target sequence (O14672 214-748 limits assumed): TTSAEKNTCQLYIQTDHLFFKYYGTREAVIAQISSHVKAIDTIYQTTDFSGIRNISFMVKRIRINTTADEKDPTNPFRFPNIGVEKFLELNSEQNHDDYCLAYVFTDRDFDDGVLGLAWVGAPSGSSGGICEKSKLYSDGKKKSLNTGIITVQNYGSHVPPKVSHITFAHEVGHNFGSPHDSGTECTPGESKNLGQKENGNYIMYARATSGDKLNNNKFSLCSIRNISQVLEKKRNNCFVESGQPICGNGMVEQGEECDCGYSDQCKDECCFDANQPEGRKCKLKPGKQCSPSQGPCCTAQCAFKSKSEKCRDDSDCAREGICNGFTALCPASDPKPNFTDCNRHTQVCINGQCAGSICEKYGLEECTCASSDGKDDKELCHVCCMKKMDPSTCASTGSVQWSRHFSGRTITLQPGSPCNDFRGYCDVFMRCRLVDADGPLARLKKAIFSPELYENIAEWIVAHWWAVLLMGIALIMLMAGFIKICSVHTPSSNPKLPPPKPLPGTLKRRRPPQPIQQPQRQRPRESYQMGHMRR
ASAP1 GAP inh – inhibitors of human ASAP1 ArfGAP activity, primary screen, biochemical, fluorescence polarization; Arf-GAP with SH3 domain, ANK repeat and PH domain-containing protein 1 (Homo sapiens), …; ASAP1-stimulated ARF1 GTP hydrolysis, GDP FP detection; inhibition, % at 16.5 µM; actives 0.19% (n = 360,000); in the data active = inhibition above about 25%;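 also: 0% = vehicle with enzyme and substrate and 100% = no enzyme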
Target sequence (Q9ULH1 325-724 limits assumed): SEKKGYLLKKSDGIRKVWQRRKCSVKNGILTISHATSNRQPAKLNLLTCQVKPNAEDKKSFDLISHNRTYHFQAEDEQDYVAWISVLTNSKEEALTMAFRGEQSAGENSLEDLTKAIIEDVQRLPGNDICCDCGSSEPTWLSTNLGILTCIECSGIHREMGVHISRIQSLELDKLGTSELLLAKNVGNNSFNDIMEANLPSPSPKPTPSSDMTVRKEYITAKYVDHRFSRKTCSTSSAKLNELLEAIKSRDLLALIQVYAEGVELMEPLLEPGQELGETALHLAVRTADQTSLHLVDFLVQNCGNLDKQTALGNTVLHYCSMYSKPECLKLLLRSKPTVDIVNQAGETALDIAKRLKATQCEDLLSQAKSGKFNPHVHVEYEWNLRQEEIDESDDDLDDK
ARFGAP1 inhibitor – inhibitors of rat ARFGAP1 GAP activity, primary screen, biochemical, fluorescence polarization, GDP tracer; Arfgap1-stimulated ARF1 GTP hydrolysis, GDP FP detection; inhibition, % at 16.5 µM; actives 0.26% (n = 360,000);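 active = inhibition above a per-plate limit, mean inhibition of low control wells plus 3 SD, cut at about 25% in these data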;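 also: 0% = DMSO wells with enzyme and 100% = wells lacking Arfgap1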
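Assay system: Rat Arfgap1 GAP domain (His6, aa 1-136), purified enzyme | Buffer or medium: HEPES 25 mM pH 7.5, NaCl 150 mM, MgCl2, DTT | Schedule: GTP hydrolysis reaction 2 h at 25 °C | Signal: FP of antibody-bound GDP Alexa 633 tracer, ex 620/em 688 nm | Measure: Percent inhibition of Arfgap1-stimulated GTP hydrolysis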
PLC-gamma1 inh – PLC-gamma1 enzyme inhibitors, primary screen, biochemical, fluorescence, purified enzyme; inhibition, % at 12.2 µM; fluorogenic substrate; 1-phosphatidylinositol 4,5-bisphosphate phosphodiesterase gamma-1 (Homo sapiens), P19174; actives 0.84% (n = 370,000); in the data active = inhibition above about 9.5%
The depositor's hits bear a star; i = inactive; . = no result given.

mol	ADAM17 inh	DDE Tn7 FP inh	LEDGF integ inh	proKLK7 act	DDE Tn6 FP inh	TDP2 absorb	ADAM10 inh	ASAP1 GAP inh	ARFGAP1 inhibitor	PLC-gamma1 inh
O=C(CNC(=O)c1ccco1)N/N=C/c1c[nH]c2ccccc12	0	0	-1	0.4	2	9	-2	10	12	1
C=CCn1c(SCC(=O)CC(=O)OCC)nc2cc(C(=O)N3CCC(C(N)=O)CC3)ccc2c1=O	-6	3	-2	0.1	-1	4	-4	4	-2	-5
O=C(CSc1nc2c(cnn2-c2ccc(F)cc2)c(=O)[nH]1)Nc1nccs1	-4	2	-4	0.8	1	-4	-13	0	1	2
CC(=O)Nc1cc(NC(C)=O)cc(C(=O)NCC2(N3CCOCC3)CCCCC2)c1	-3	4	-2	-0.2	3	12	-2	0	8	-1
C=C(C)CSc1nnc2n(C)c(=O)c3c4c(sc3n12)CCC4	1	-6	2	-1.5	-4	-13	1	2	-1	5
O=C(N[C@@H](Cc1cccnc1)C(=O)N1CCC[C@H]1C(=O)NCc1ccccc1)c1ccc(Cl)c(Cl)c1	0	2	2	0.1	6	2	2	-6	-4	2
CC(=O)c1c(C)[nH]c(C(=O)OCc2ccccc2F)c1C	-1	-5	10	1.1	-2	0	5	-3	5	2
CC(C)(Cl)C1Cc2cc3ccc(=O)oc3cc2O1 (configuration not stated)	-434	12	-1	8.7	3	-7	i	9	15	-124
COC(=O)C1=C(CSc2nncn2C)NC(=O)NC1c1cc(C)ccc1C (configuration not stated)	-1	-5	2	0.3	1	4	-6	-12	3	-3
O=C(NCCc1nc(-c2ccccc2)no1)c1ccco1	0	-1	-1	0.7	6	12	4	-5	-2	3
O=C1CCC[C@@H]2Cc3nc4cc5c(cc4cc3[C@@H]3CCN1[C@H]23)OCO5	-13	-1	-1	-0.6	1	12	-33	0	-6	-8
N#Cc1c(-c2cccs2)nc(SCc2ccc(Cl)cc2)[nH]c1=O	-3	2	10	0.2	-7	-13	9	3	-30	-22
O=C(CSC(=S)N1CCOCC1)Nc1nccs1	-5	1	1	-0.1	-3	10	1	5	1	1
Cc1cccc(C)c1NC(=O)c1csc(COCCO)n1	-5	3	2	0.5	-2	6	-6	12	-8	0
CCOC(=O)C1=C(Nc2ccc(OC)cc2)C(N)=NC1=N	-3	0	-6	0.1	2	3	-11	-5	-8	-4
CCn1c2ccccc2c2nnc(SCc3ccc(C(=O)OC)o3)nc21	0	-4	7	1.0	-2	4	8	-5	11	-7
CC(Sc1nc(N)cc(=O)[nH]1)C(=O)NC1CCCCC1 (configuration not stated)	-3	-2	0	-0.5	-1	-3	5	10	7	0
O=C(CCn1c(=O)oc2cc(Cl)ccc21)Nc1ccc(N2CCOCC2)cc1	-3	7	-3	-0.5	3	14	2	8	0	-2
Cc1ccc(NC(=O)C(=O)NCc2ccncc2)cc1	1	5	4	-0.2	0	-3	-3	5	-9	-3
COc1ccc(C(=O)N/N=C(\C)CC(=O)Nc2cccc(C(F)(F)F)c2)cc1	0	-10	-5	0.1	4	-2	-2	-13	9	-4
COC(=O)[C@@]12CCCCC3=C1N(CCC3)C(=O)[C@H]2CC(=O)N1CCN(C(=O)c2ccco2)CC1	-4	2	-1	0.0	-1	-3	-9	.	.	-2
Cc1ccc(-n2cc[nH]c2=S)c(C)c1	-3	3	-2	0.3	-4	-2	-1	-1	3	0
CCCOP(=O)(OCCC)c1c([N+](=O)[O-])cc(C(F)(F)F)cc1[N+](=O)[O-]	-3	-7	-1	0.7	-3	7	8	15	-4	3
CCOC(=O)c1oc2ccccc2c1NC(=O)c1ccc(Cl)s1	-1	-5	0	0.2	-7	-6	-4	0	32*	-4
CCOc1ccc(NC(=S)NCc2ccc3c(c2)OCO3)cc1	-2	11	-1	0.3	7	7	-6	-3	7	-2

Following part.
mol	ADAM17 inh	DDE Tn7 FP inh	LEDGF integ inh	proKLK7 act	DDE Tn6 FP inh	TDP2 absorb	ADAM10 inh	ASAP1 GAP inh	ARFGAP1 inhibitor	PLC-gamma1 inh
CN(C)c1nc2c(N)ncnc2n1C1OC(CO)C(O)C1O (configuration not stated)	-3	7	-3	-0.3	4	2	-12	-4	-11	2
CSc1ccc(CN(C)C(=O)CNC(=O)c2ccc3c(c2)OCO3)cc1	-1	1	4	0.8	6	-4	2	9	-8	4
O=C(Nc1sc2c(c1C(=O)O)CCCC2)c1cccc(Cl)c1	-1	-3	2	0.9	3	10	1	-6	3	-69
Cc1cc(C)c2c(=O)[nH]c(SCC(=O)Nc3cccc(S(=O)(=O)N(C)C)c3)nc2n1	-6	3	0	-0.3	3	-7	-30	-6	1	0
[O-]/C(=C(\C(=S)Nc1cccc2ccccc12)[n+]1ccccc1)c1ccc2c(c1)OCCO2	2	-2	5	-1.1	2	-9	-7	-13	6	-6
C=CCn1c(C(C)n2c(-c3cnccn3)nc3ccccc32)nc2ccccc21 (configuration not stated)	-10	2	0	0.3	-3	4	-27	0	1	-30
CCOc1cc(NC(=O)c2cccs2)c(OCC)cc1NC(=O)CCC(=O)NCCN1CCOCC1	4	-14	2	0.4	-4	-18	8	12	-4	-4
CCOC(=O)C1=CCN(S(=O)(=O)c2cccc(Cl)c2)C1c1cccc(Cl)c1 (configuration not stated)	2	16*	-5	-0.7	-1	-1	-3	5	-3	-3
O=C(c1ccc(=O)[nH]c1)N1CCN(S(=O)(=O)c2ccccc2)CC1	-76	5	-4	0.1	4	1	-10	-7	-9	5
COc1ccc(-c2sc3ccccc3c2/C=C/c2ccc(N)cc2)cc1	-36	-6	-4	-67	-2	4	-82	9	6	-412
CCOC(=O)[C@H]1[C@H]2COc3ccc(OC)cc3[C@@H]2N2C(=O)c3cc(C)ccc3NC(=O)[C@@]12C	1	-3	-3	-0.3	1	-3	-2	-4	5	3
COCC1CCCCN1C(=O)c1ccc(OC2CCN(CCc3ccccc3)CC2)cc1 (configuration not stated)	-1	-4	-1	-0.9	0	7	3	1	5	0
Cc1ccc(-c2c(C(=O)NCC(C)C)oc(=O)c3ccccc23)cc1	-1	4	-1	-0.2	7	-4	-6	.	.	3
Cc1ccc(NC(=O)Nc2cccc(F)c2)nc1	-2	5	0	-1.1	0	16	2	-1	6	-1
O=C(NN=Cc1c(O)ccc2ccccc12)C1CC1	-7	2	-8	0.7	-3	-1	-42	-6	1	-8
CC(=C/c1ccc(C(C)C)cc1)/C=N/NC(=O)Cn1nnnc1N	-5	3	2	-0.5	-6	-1	-10	9	6	-2
CCOc1ccc(CCNC(=O)CN2C(=O)c3cccnc3Oc3ccc(C)cc32)cc1OCC	1	0	0	-0.3	-1	2	9	-4	17	2
Cc1cc2nc(C)n(CCCNC(=O)Nc3ccc(F)cc3)c2cc1C	-1	-6	-1	-1.3	-6	0	0	5	-13	7
COC(=O)C1=C(C(=O)OC)[C@@H]2Nc3ccccc3[C@@]23C[C@@H](C(=O)OC)N(C(=O)c2cccs2)C3=N1	4	-4	0	-0.4	-4	-9	6	0	5	5
COc1cccc(C(C#N)NCCCNC(C#N)c2cccc(OC)c2OC)c1OC (configuration not stated)	2	-8	1	1.1	3	8	-5	-13	2	3
O=C(N=C1c2ccccc2CN1c1ccc(F)c(Cl)c1)c1cccnc1Cl	2	3	1	-0.4	5	2	13	4	4	3
COc1ccccc1C(=O)NNC(=O)C(=O)N1CCCCC1	-5	-5	1	0.1	-5	-14	-8	-11	-6	1
COC(=O)c1cccc(NC(=S)NCc2ccco2)c1	-1	-8	0	-0.6	-3	-6	3	-2	-5	0

Entries of single compounds, looked up by structure. Values in the order: ADAM17 inh | DDE Tn7 FP inh | LEDGF integ inh | proKLK7 act | DDE Tn6 FP inh | TDP2 absorb | ADAM10 inh | ASAP1 GAP inh | ARFGAP1 inhibitor | PLC-gamma1 inh
Listed for COc1ccc(-c2sc3ccccc3c2/C=C/c2ccc(N)cc2)cc1 → -36 | -6 | -4 | -67 | -2 | 4 | -82 | 9 | 6 | -412
Listed for CCOC(=O)C1=CCN(S(=O)(=O)c2cccc(Cl)c2)C1c1cccc(Cl)c1 (configuration not stated) → 2 | 16* | -5 | -0.7 | -1 | -1 | -3 | 5 | -3 | -3
